Vif-APOBEC3F blk: Vif-A3F binding inhibition. HeLa A3F-eYFP + Vif (tagged APOBEC3F with the HIV-1 protein that degrades it), YFP fluorescence increase. Potency, µM (highest dose often 46.1 µM), for the others: at the top dose activity, negative = active. 0.2% of 390,000 active; also: % of control where 0% means no effect; nearly all actives have a fitted effect of over 65% in size
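HeLa cells stably expressing A3F-eYFP plus Vif, plated and incubated overnight at 37 deg C, then exposed to compounds overnight at 37 deg C. Blocked degradation read as raised yellow fluorescence (Ex 488/Em 500-530).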
USP1 inh: inhibitors of human USP1/UAF1 deubiquitinase; Potency, µM (series often up to 57.1 µM), for the others: at the top dose activity change, negative = inhibition, usual class: inhibitors; O94782; AID 743255; recombinant USP1/UAF1, Ub-Rhodamine cleavage fluorescence; 0.23% of 390,000 active; also: % is scaled to controls: 0 for no effect and ±100 for the full control effect; nearly all actives have a fitted effect of over 60% in size; inactives centre near -12
Target sequence (O94782 whole entry, looked up): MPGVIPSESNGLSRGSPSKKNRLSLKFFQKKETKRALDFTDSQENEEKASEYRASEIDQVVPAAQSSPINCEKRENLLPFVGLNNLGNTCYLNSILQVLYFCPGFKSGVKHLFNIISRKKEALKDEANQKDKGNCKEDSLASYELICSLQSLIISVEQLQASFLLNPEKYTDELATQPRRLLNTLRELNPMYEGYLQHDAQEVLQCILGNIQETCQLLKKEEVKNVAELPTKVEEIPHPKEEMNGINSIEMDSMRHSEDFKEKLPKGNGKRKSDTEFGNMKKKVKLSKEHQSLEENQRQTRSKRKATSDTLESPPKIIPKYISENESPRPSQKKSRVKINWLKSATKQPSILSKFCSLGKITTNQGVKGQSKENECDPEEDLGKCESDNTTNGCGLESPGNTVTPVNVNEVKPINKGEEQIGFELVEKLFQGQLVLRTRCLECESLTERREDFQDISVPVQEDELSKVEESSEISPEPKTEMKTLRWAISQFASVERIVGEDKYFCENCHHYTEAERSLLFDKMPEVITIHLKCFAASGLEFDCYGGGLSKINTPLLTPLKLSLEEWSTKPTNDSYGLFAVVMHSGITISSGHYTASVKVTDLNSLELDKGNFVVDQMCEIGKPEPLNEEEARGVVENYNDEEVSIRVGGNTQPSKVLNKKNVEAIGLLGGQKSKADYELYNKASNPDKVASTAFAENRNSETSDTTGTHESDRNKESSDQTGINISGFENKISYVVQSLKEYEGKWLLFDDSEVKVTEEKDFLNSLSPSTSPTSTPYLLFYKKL
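1 nM enzyme complex + cpd, 15 min RT; start with Ub-Rho 150nM final; kinetic fluorescence ex 480/em 540, 6 reads q60 s. Buffer 50mM HEPES pH 7.8, 0.5mM EDTA, 0.1 mg/ml BSA, 1mM TCEP, 0.01% Tween-20.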
mIDH1 inhibitor: human IDH1 R132H inhibition. O75874. IDH1-R132H enzyme, NADPH consumption, diaphorase/resazurin fluorescence. Potency, µM (doses to about 76.6 µM), for the others: at the top dose activity change, negative = inhibition, most hits filed as inhibitors. 0.093% of 390,000 active. AID 602179; also: % is scaled to controls: 0 for no effect and ±100 for the full control effect; nearly all actives have a fitted effect of over 65% in size
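IDH1-R132H (0.5 ug/mL dispensed) in pH 7.5 Tris buffer was preincubated 30 min with compound, then given a substrate mix of 0.016 mM NADPH and 2 mM alpha-KG for 80 min at room temperature; remaining NADPH was read by diaphorase/resazurin fluorescence.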
Vif-APOBEC3G blk: Vif-A3G binding inhibition; Q9HC16; HeLa A3G-eYFP + Vif (tagged APOBEC3G with the HIV-1 protein that degrades it), YFP fluorescence, overnight; Potency, µM (doses to about 46.1 µM), without a hit: top-dose activity, negative = active, hits mostly inhibitors; 0.076% of 410,000 active; AID 602310;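 also: % is scaled to controls: 0 for no effect and ±100 for the full control effect; nearly all actives have a fitted effect of over 60% in size; hits raise eYFP signal because A3G escapes Vif-driven loss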
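HeLa cells stably expressing Vif and C-terminally eYFP-tagged A3G, seeded overnight at 37 deg C, then exposed to compound by pintool overnight at 37 deg C. Rise in yellow fluorescence (Ex 488/Em 500-530, Acumen) marks blocked Vif-driven A3G degradation.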
RXFP1 agonist: agonists of human relaxin receptor RXFP1; Q9HBX9; HEK293T-RXFP1 cAMP TR-FRET, 30 min; response scale: percent of porcine relaxin response, buffer zero; Potency, µM (titrated, usually from 57.5 µM), for inactives: at the highest dose activation, hits mostly activators; 0.3% of 370,000 active; AID 2676; also: % is scaled to controls: 0 for no effect and ±100 for the full control effect; nearly all actives have a fitted effect of over 60% in size; many of its hits are not listed in these tables
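HEK293T cells stably expressing RXFP1 were pretreated with the PDE4 inhibitor Ro 20174, exposed to compounds for 30 min at 37C, lysed, and cAMP was read by TR-FRET. Data normalized to buffer (basal) and 29 nM porcine relaxin (100%).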
TrxR1 substrate: substrates of rat thioredoxin reductase 1 | O89049 | AID 588456 | 0.01% of 390,000 active | Potency, µM (series often up to 114 µM), inactives show at the top dose activity change, negative = substrate turnover | purified TrxR1 substrate turnover, NADPH consumption readout; also: % is scaled to controls: 0 for no effect and ±100 for the full control effect; nearly all actives have a fitted effect of over 50% in size
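Rat TrxR1, dispensed at 90 nM, was prereduced with 400 uM NADPH (final) for 5 min at ~22 deg C, then incubated with compound 15 min before 400 uM selenite. A first-read NADPH fluorescence drop versus no-compound background flagged substrates.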
ALOX12 inh: blocks human arachidonate 12S-lipoxygenase; purified 12hLO, xylenol orange hydroperoxide absorbance; Potency, µM (top dose mostly 108 µM), inactives show at the highest dose activity change, negative = inhibition, hits mostly inhibitors; 1.1% of 580,000 active; also: % is scaled to controls: 0 for no effect and ±100 for the full control effect
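Purified human 12hLO at 150 nM in 25 mM Hepes, 0.01% Triton X-100, pH 7.0, preincubated 15 min at room temperature with compound. Reaction started with 40 uM arachidonic acid, 30 min at room temperature. Hydroperoxide measured by Fe-xylenol orange, 573/405 nm absorbance ratio.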
RGS4 inhibitor: human RGS4 inhibition. P49798. Transcreener GDP fluorescence polarization, RGS4-accelerated GTP hydrolysis. 0.039% of 390,000 active. AID 504845. Potency, µM (titrated, usually from 114 µM), for inactives: at the top dose activity change, negative = inhibition, usual class: inhibitors; also: % is scaled to controls: 0 for no effect and ±100 for the full control effect; nearly all actives have a fitted effect of over 75% in size; some results filed as inactive show a strong effect at the top dose
Target sequence (P49798 whole entry, looked up): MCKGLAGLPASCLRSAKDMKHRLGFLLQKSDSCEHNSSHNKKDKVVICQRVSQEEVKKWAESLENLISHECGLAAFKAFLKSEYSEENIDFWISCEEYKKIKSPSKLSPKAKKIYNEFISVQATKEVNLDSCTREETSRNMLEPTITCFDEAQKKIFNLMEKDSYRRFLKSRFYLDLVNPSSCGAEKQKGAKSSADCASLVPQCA
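MLSMR compounds (23 nl, pin-transferred) preincubated 10 min at room temperature with a 500nM (2x) first reagent, then RGS4 at 900nM (2x) plus Transcreener GDP mix added; fluorescence polarization (620/688 nm) read before and after 90 min at 30 °C.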
rTrxR1 inhibitor: blocks rat thioredoxin reductase 1 | recombinant rTrxR1, NADPH fluorescence consumption, selenite substrate | Potency, µM (series often up to 114 µM), for inactives: at the top dose activity change, negative = inhibition, actives largely listed as inhibitors | 1% of 390,000 active; also: % is scaled to controls: 0 for no effect and ±100 for the full control effect; nearly all actives have a fitted effect of over 65% in size
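Rat TrxR1 (90 nM in the dispensed reagent) was pre-reduced with 400 uM NADPH for 5 min at room temperature, then incubated with compound for 15 min. After 400 uM selenite was added, NADPH fluorescence (Ex 340/Em 450 nm) was followed for 8 min.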
* hit, by the source's call; i = inactive; u = inconclusive; x = not tested or not shown; [ ] = another dose, or the depositor's remark. Calls follow the shape of the dose curve; as a rule, active = well fitted curve in the direction sought with a large enough effect; inconclusive = small, poorly fitted or top-dose-only effect, or another doubt; inactive = no such curve, though single readings can be large; an effect the other way counts as inactive or inconclusive. Potency is read from the fitted curve at half-maximal effect. Only part of the results is shown; count on the stated rates, not on these rows.

SMILES	Vif-APOBEC3F blk	USP1 inh	mIDH1 inhibitor	Vif-APOBEC3G blk	RXFP1 agonist	TrxR1 substrate	ALOX12 inh	RGS4 inhibitor	rTrxR1 inhibitor
CCOC(=O)C1CCC(CN(Cc2ccc(Cl)cc2)S(=O)(=O)c2cccc(Cl)c2C)CC1 (stereo not given)	-8%	11%	-6%	3%	-21%	-2%[57.1 µM]	-17%	15%	24%[57.1 µM]
Cc1nn(C)c(C)c1NC(=O)c1ccc(Br)o1	3%	-2%	1%	1%	-3.1%	-2%	16%	10%	16%
CC1(C)CC(=O)C2=C(C1)OC(=O)C2(NC(=O)c1cccs1)C(F)(F)F (stereo not given)	x	-2%	15%	2%	0.9%	-4%	23%	0%	-1%
Cc1ccc(S(=O)(=O)N2CCOCC2)cc1NC(=O)CNCc1cccnc1	15%	-17%	-1%	1%	15%	-4%	-19%	-10%	5%
O=C(Nc1ccccc1-c1nnn(CC(=O)N2CCN(c3ccccc3)CC2)n1)c1cccs1	-14%	6%	-3%	-5%	0.9%	-3%	0%	-9%	-3%
Cc1nc(NC(=O)c2ccco2)sc1-c1csc(Nc2ccc(Cl)cc2Cl)n1	0%	-23%	-1%	-2%	-0.8%	6%	u	-36%	19%
Cc1nn(-c2ccccc2)c(Cl)c1/C=N/NC(=O)c1cccc(S(=O)(=O)N2CCCC2)c1	1%	-4%	3%	-1%	0.6%	-12%	18%	-6%	-21%
CCOc1ccc(N(CC(=O)O)S(=O)(=O)c2cccnc2)cc1	-4%	-12%	-9%	3%	2.1%	6%[57.1 µM]	i	-2%	7%[57.1 µM]
CC1(C)CC(=O)c2sc(NC(=O)CCS(=O)(=O)c3ccccc3)nc2C1	2%	-20%	-4%	u	-1.9%	7%[57.1 µM]	36%[activator][57.4 µM]	4%	6%[57.1 µM]
COC(=O)c1cc(NC(=O)CN(c2cccc(OC)c2)S(=O)(=O)c2ccccc2)ccc1Cl	0%	-9%	6%	2%	-1.7%	0%	-5%	35%	4%

Ordered by SMILES length (lowest first): part of the list above
SMILES	Vif-APOBEC3F blk	USP1 inh	mIDH1 inhibitor	Vif-APOBEC3G blk	RXFP1 agonist	TrxR1 substrate	ALOX12 inh	RGS4 inhibitor	rTrxR1 inhibitor
Cc1nn(C)c(C)c1NC(=O)c1ccc(Br)o1	3%	-2%	1%	1%	-3.1%	-2%	16%	10%	16%
O=C(Nc1ccccc1-c1nnn(CC(=O)N2CCN(c3ccccc3)CC2)n1)c1cccs1	-14%	6%	-3%	-5%	0.9%	-3%	0%	-9%	-3%
COC(=O)c1cc(NC(=O)CN(c2cccc(OC)c2)S(=O)(=O)c2ccccc2)ccc1Cl	0%	-9%	6%	2%	-1.7%	0%	-5%	35%	4%

Next section.
SMILES	Vif-APOBEC3F blk	USP1 inh	mIDH1 inhibitor	Vif-APOBEC3G blk	RXFP1 agonist	TrxR1 substrate	ALOX12 inh	RGS4 inhibitor	rTrxR1 inhibitor
O=C(NC(=O)c1ccccc1Cl)C(=O)Nc1ccc(Cl)cc1	2%	-10%	-8%	3%	-2.1%	5%[57.1 µM]	1%	-8%	9%[57.1 µM]
O=C(Cc1ccccc1)Nc1sc2c(c1C(=O)Nc1ccc(Br)cc1)CCCC2	2%	-19%	20%	7%	3.1%	20%	-18%	-6%	35%
Nc1nc(SCC(=O)Nc2ccc(Br)cc2Br)n[nH]1	-6%	-9%	-9%	-2%	x	1%	-2%	-6%	15%
CCOC(=O)C1=C(C)NC(=O)C(C#N)C1c1ccco1 (stereo not given)	-4%	-7%	-3%	1%	-1.8%	-1%	-4%	-13%	6%
C=CCNC(=O)/C(=C\c1ccc2c(c1)OCO2)NC(=O)c1ccc(Br)cc1	-4%	4%	6%	-1%	0.9%	-2%	-10%	8%	19%
CS(=O)(=O)c1ccc(Cl)c(NC(=O)CN2CCN(S(=O)(=O)/C=C/c3ccccc3)CC2)c1	-12%	-13%	6%	-3%	x	3%	127%[activator]	-28%	19%
Cc1ccc(C(=O)Nc2ccc3c(c2)OCO3)cc1S(=O)(=O)N1CCCC1	1%	-11%	1%	1%	0.4%	-3%	3%	24%	12%
CC(Oc1coc(CN2CCN(C(=O)c3ccco3)CC2)cc1=O)c1ccccc1 (stereo not given)	9%	-6%	3%	1%	0.9%	-6%	-3%	-47%	-19%
CCN1CCN(S(=O)(=O)c2ccc(Cl)c(C(=O)NC(C)c3ccccc3Cl)c2)CC1 (stereo not given)	3%	1%	1%	-3%	-1.1%	-11%	u	36%	-16%
Cn1c(SCC(=O)NC2CC2)nnc1-c1ccco1	-4%	-16%	4%	2%	1.6%	-2%	-5%	u	u
COc1cccc(CNC(=O)C2CCCN(c3nn4c(=O)cc(C)nc4s3)C2)c1 (stereo not given)	0%	-2%	21%	-4%	0.1%	-4%	-7%	8%	-3%
O=C(CN1c2ccccc2S(=O)(=O)c2ccccc21)Nc1ccccc1Cl	3%	-18%	-8%	-2%	-1.6%	-5%[57.1 µM]	-22%	-9%	12%[57.1 µM]
O=C(CN(Cc1ccccc1F)C(=O)c1ccco1)NCc1ccc(F)cc1	-10%	-11%	3%	0%	-1.0%	-4%	-7%	-2%	-6%
Cc1ccccc1Nc1nc(N)nc(COC(=O)c2ccco2)n1	0%	u	3%	3%	x	-3%[57.1 µM]	-7%	-22%	15%[57.1 µM]
CCOc1ccc(N=Cc2ccc([N+](=O)[O-])cc2)c(O)c1	-9%	u	-7%	0%	x	x	u	x	x
O=C(Cc1ccc(Cl)cc1)Nc1nnc2n1CCS2	4%	-6%	-8%	-9%	-0.5%	0%[57.1 µM]	1%	-6%	16%[57.1 µM]
Cc1n[nH]c(C)c1CCNC(=O)C1CCC(=O)N(Cc2ccccc2F)C1 (stereo not given)	13%	1%	1%	3%	1.0%	-3%	12%	0%	-7%
CC(=O)c1nn(-c2cccc(Br)c2)cc1C(=O)c1ccccc1	-2%	-11%	4%	2%	4.6%	-10%	-2%	-10%	-15%
CC(=O)Nc1ccc(S(=O)(=O)N(C)CC(=O)OCC(=O)N(C)c2ccccc2)cc1	6%	-13%	-14%	0%	1.3%	-1%	-2%	0%	6%
C[C@H](CO)N1C[C@H](C)[C@@H](CN(C)C(=O)c2ccc3ccn(C)c3c2)OCc2cnnn2CCCC1=O	-2%	-14%	0%	1%	x	x	0%	x	x
COc1ccc(-c2nc(CS(=O)CC(=O)NCc3ccccn3)c(C)o2)cc1 (stereo not given)	-2%	-23%	16%	1%	-0.8%	-1%[57.1 µM]	x	-47%	7.1µM*
CC(C)OC(=O)c1c(NC(=O)c2cnn3c2NC(c2ccccc2)CC3C(F)(F)F)sc2c1CCCC2 (stereo not given)	-7%	-26%	2%	0%	3.5%	16%[57.1 µM]	7%	12%	5%
CCOc1ccc2c(c1)C(C)=CC(C)(C)N2S(=O)(=O)c1ccc(F)cc1	-5%	-17%	7%	u	0.8%	-7%	7%	-25%	-17%
COc1cc(C)c(-c2[nH]ncc2-c2csc(C)n2)c(O)c1	0%	-20%	2%	3%	1.8%	-13%	-12%	3%[11.4 µM]	-15%
Cc1ccc(S(=O)(=O)Nc2cncnc2NS(=O)(=O)c2ccc(C)cc2)cc1	7%	3%	0%	-5%	x	5%[57.1 µM]	u	-13%	4%[2.29 µM]
CC(C)CCN1CCN(Cc2cn[nH]c2C2CCCCC2)CC1CCO (stereo not given)	12%	-2%	8%	0%	1.4%	5%[57.1 µM]	-15%	3%	8%[57.1 µM]
O=C1C=C(c2cccc(O)c2)C[C@@H](c2ccc(F)cc2)C1	9%	-18%	4%	3%	-0.4%	-1%	u	29%	20%
COc1ccc(/C=N/Nc2nc3ccccc3o2)cc1O	-10%	-14%	6%	-1%	-1.3%	-5%[57.1 µM]	-9%	-19%	-3%[57.1 µM]
COc1cccc(N2CCN(S(=O)(=O)c3c(C)[nH]c(C)c3C(=O)N3CCCC3)CC2)c1	1%	-11%	-12%	3%	0.5%	1%	-5%	0%	13%
Cc1nc2ccccc2c(C(=O)O)c1-c1ccccn1	4%	-23%	2%	4%	x	7%[57.1 µM]	-21%	4%	-3%[2.29 µM]
O=C1C(Cl)=C(Nc2cccc(O)c2)C(=O)N1Cc1ccccc1	-1%	-25%	2%	u	2.3%	-14%	u	u	25%[57.1 µM]
Cc1ccc(NC(=O)c2sc(=S)n(-c3cc(C)ccc3F)c2N)cc1	13%	-11%	14%	2%	1.0%	-5%[11.4 µM]	u	u	2%[11.4 µM]
CCn1cc(CN2CCC(n3nccc3NC(=O)C3CCCC3)CC2)cn1	-3%	-25%	4%	1%	0.1%	7%	6%	0%	19%
CN(C)c1ccc(N/C=C/C(=O)c2ccco2)cc1	5%	u	8%	-7%	0.6%	5%[57.1 µM]	u	u	-1%[57.1 µM]
C=CCNc1nc(Cl)nc(Nc2cc(Cl)ccc2OC)n1	-22%	u	0%	-7%	0.9%	5%	0%	u	11%
Cc1ccc(S(=O)(=O)N(C)C)cc1NC(=O)CN1C(=O)NC2(CCCc3ccccc32)C1=O (stereo not given)	1%	-19%	6%	1%	0.0%	-6%	7%	-3%	0%
Cc1ccc(C)c(NC(=O)CSc2ccc(S(=O)(=O)N3CCCC3)cn2)c1	-1%	-19%	13%	2%	-2.5%	-1%	3%	-15%	4%
CCOC(=O)C1=C(COC(=O)C2CC(=O)N(CCc3ccccc3)C2)NC(=O)NC1C (stereo not given)	-22%	-17%	-3%	0%	x	1%	-1%	-4%	8%
